GLS inhibitor – blocks human kidney-isoform glutaminase activity. O94925. GLS enzymatic activity, qHTS titration. Potency, µM (doses to about 45.5 µM), inactives show at the top dose activity change, negative = inhibition, actives largely listed as inhibitors. actives 0.21% (n = 410,000); also: potency is read from the fitted curve at half-maximal effect; % is scaled to controls: 0 for no effect and ±100 for the full control effect
Target sequence (O94925 whole entry, looked up, canonical isoform): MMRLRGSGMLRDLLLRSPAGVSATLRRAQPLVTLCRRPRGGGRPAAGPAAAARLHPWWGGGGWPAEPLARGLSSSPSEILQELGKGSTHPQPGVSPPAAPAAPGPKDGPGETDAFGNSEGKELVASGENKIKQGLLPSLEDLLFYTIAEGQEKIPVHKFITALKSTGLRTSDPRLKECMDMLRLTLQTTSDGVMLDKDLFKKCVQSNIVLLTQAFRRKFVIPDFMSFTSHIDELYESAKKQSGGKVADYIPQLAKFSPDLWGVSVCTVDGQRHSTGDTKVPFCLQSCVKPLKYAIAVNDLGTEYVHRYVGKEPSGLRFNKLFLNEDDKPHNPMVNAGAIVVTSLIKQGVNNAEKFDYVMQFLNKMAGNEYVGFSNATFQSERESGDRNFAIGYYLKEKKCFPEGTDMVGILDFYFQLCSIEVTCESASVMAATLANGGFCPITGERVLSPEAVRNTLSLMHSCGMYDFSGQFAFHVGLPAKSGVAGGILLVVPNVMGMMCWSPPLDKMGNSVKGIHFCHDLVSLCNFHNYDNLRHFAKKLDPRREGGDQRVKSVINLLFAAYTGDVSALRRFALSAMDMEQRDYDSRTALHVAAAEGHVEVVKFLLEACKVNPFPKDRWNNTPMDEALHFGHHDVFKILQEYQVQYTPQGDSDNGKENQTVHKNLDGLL
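Assay buffer: 45 mM KH2PO4 pH 8.2, 0.02% Tween-20. hKGA acts on L-glutamine (1 mM solution added); product glutamate is reported by an oxidase/peroxidase Amplex Red coupling, with fluorescence taken at baseline and 30 min.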
TrxR1 inh – blocks rat thioredoxin reductase 1 | O89049 | recombinant rTrxR1, NADPH fluorescence consumption, selenite substrate | Potency, µM (top dose mostly 114 µM), for inactives: at the top dose activity change, negative = inhibition, most hits filed as inhibitors | actives 1% (n = 390,000); also: potency is read from the fitted curve at half-maximal effect; % is scaled to controls: 0 for no effect and ±100 for the full control effect; nearly all actives have a fitted effect of over 65% in size
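Rat TrxR1 (90 nM in the dispensed reagent) was pre-reduced with 400 uM NADPH for 5 min at room temperature, then incubated with compound for 15 min. After 400 uM selenite was added, NADPH fluorescence (Ex 340/Em 450 nm) was followed for 8 min.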
PGK inhibitor – inhibitors of T. brucei phosphoglycerate kinase. P07378. PGK/GAPDH coupled, Kinase-Glo luminescence, 60 min. Potency, µM (series often up to 57.5 µM), for the others: at the top dose activity change, negative = inhibition, usual class: inhibitors. actives 0.043% (n = 380,000). AID 602233; also: potency is read from the fitted curve at half-maximal effect; % is scaled to controls: 0 for no effect and ±100 for the full control effect; nearly all actives have a fitted effect of over 60% in size
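Luminescent ATP detection (Kinase-Glo Plus) follows a 60-minute room-temperature incubation, with wells lacking PGK as controls. Buffer: 100 mM TEA (pH 7.6), 5 mM MgCl2, 0.01% Tween-20. Coupling enzyme GAPDH (100 nM final) supplies unstable 1,3-BPG in-well.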
IDH1 R132H inh – human IDH1 R132H inhibition | O75874 | IDH1-R132H enzyme, NADPH consumption, diaphorase/resazurin fluorescence | Potency, µM (titrated, usually from 76.6 µM), inactives show at the top dose activity change, negative = inhibition, most hits filed as inhibitors | actives 0.093% (n = 390,000) | AID 602179; also: potency is read from the fitted curve at half-maximal effect; % is scaled to controls: 0 for no effect and ±100 for the full control effect; nearly all actives have a fitted effect of over 65% in size
Target sequence (O75874 whole entry R132H, stated change not applied): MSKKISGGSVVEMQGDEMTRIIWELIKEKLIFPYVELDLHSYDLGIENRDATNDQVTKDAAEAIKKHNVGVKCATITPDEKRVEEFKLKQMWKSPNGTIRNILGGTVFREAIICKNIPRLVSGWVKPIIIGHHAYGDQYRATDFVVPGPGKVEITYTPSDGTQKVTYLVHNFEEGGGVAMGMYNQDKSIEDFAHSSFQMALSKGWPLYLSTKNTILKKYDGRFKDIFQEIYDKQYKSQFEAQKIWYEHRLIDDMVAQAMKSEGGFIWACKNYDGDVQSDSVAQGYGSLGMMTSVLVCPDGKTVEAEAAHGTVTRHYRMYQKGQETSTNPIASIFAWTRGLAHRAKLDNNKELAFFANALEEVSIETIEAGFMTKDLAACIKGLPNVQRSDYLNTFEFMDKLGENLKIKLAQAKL
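IDH1-R132H (0.5 ug/mL dispensed) in pH 7.5 Tris buffer was preincubated 30 min with compound, then given a substrate mix of 0.016 mM NADPH and 2 mM alpha-KG for 80 min at room temperature; remaining NADPH was read by diaphorase/resazurin fluorescence.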
TrxR1 substrate – substrates of rat thioredoxin reductase 1. AID 588456. actives 0.01% (n = 390,000). purified TrxR1 substrate turnover, NADPH consumption readout. Potency, µM (highest dose often 114 µM), for the others: at the highest dose activity change, negative = substrate turnover; also: potency is read from the fitted curve at half-maximal effect; % is scaled to controls: 0 for no effect and ±100 for the full control effect; nearly all actives have a fitted effect of over 50% in size
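Rat TrxR1, dispensed at 90 nM, was prereduced with 400 uM NADPH (final) for 5 min at ~22 deg C, then incubated with compound 15 min before 400 uM selenite. A first-read NADPH fluorescence drop versus no-compound background flagged substrates.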
USP1 inh – inhibitors of human USP1/UAF1 deubiquitinase; O94782; recombinant USP1/UAF1, Ub-Rhodamine cleavage fluorescence; Potency, µM (titrated, usually from 57.1 µM), without a hit: at the highest dose activity change, negative = inhibition, usual class: inhibitors; actives 0.23% (n = 390,000); AID 743255; also: potency is read from the fitted curve at half-maximal effect; % is scaled to controls: 0 for no effect and ±100 for the full control effect; nearly all actives have a fitted effect of over 60% in size; inactives centre near -12
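In this screen, compounds sit with the deubiquitinase complex (1nM) for 15 min at room temperature before Ub-Rho is added at 150nM final. Fluorescence rise is then followed for 6 reads every 60 seconds.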
HP1b binding inh – blocks HP1-beta chromodomain binding to methylated histone tails; AlphaScreen HP1-beta / biotin-H3K9me3 peptide binding; Potency, µM (series often up to 114 µM), for inactives: at the top dose activity change, negative = inhibition, usual class: inhibitors; actives 0.56% (n = 390,000); AID 540317; also: potency is read from the fitted curve at half-maximal effect; nearly all actives have a fitted effect of over 70% in size; inactives centre near 23
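HP1-beta protein (50 nM final) preincubated 30 min at room temperature with biotinylated H3(1-18)K9me3 peptide (50 nM) in PBS pH 7.4, 0.01% Tween-20, then compound added for 30 min. AlphaScreen streptavidin donor/nickel chelate acceptor beads (10 ug/mL final), 30 min dark, luminescence read.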
PI4K2A block – PI4K2A (human) kinase inhibition; Q9BTU6; purified PI4K2A, ADP-Glo luminescence, 1 h; hits give low values; activity change, negative = inhibition, % at 76.9 µM; actives 0.13% (n = 420,000); in the data active = activity change below about -50%; inconclusive = mostly about -30% to -49%;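 also: -100% = wells without enzyme as full effect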
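ADP-Glo luminescence measured ADP generated by PI4K2A enzyme (4 ug/mL before mixing) with 1.2 mM PI substrate (pre-mix) and 300 microM ATP (pre-mix). Tris pH7.5 buffer with MgCl2, Triton X-100; 1 h reaction at ambient temperature.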
Pin1 inh – blocks the human prolyl isomerase Pin1; actives 0.009% (n = 390,000); Pin1 FP peptide displacement, HiFluor488, 10 min; Potency, µM (doses to about 115 µM), without a hit: at the top dose activity, negative = inhibition, hits mostly inhibitors; Q13526; active = well fitted inhibition curve with a large enough effect in the polarisation, with a control signal flat, not every such curve was filed as active; inconclusive = small, poorly fitted or top-dose-only effect, or effect the other way, or a change in a side signal; inactive = no such curve, though single readings can be large or run the other way; the % refers to the polarisation; also: potency is read from the fitted curve at half-maximal effect; % is scaled to controls: 0 for no effect and ±100 for the full control effect
Starred values were filed as active, the others as inactive; i = inactive; ? = inconclusive; nt = not tested or not shown; [ ] = dose if it differs, or a comment. Unless noted, calls follow the shape of the dose curve; as a rule, active = well fitted curve in the direction sought with a large enough effect; inconclusive = small, poorly fitted or top-dose-only effect, or another doubt; inactive = no such curve, though single readings can be large; an effect the other way counts as inactive or inconclusive. Some of the compounds tested; rates above refer to the full screens.

SMILES	GLS inhibitor	TrxR1 inh	PGK inhibitor	IDH1 R132H inh	TrxR1 substrate	USP1 inh	HP1b binding inh	PI4K2A block	Pin1 inh
O=C(Nc1ccc(O)cc1C(=O)O)c1ccc2c(c1)C(=O)N(Cc1ccco1)C2=O	-4%	-24%[57.1 µM]	-2%	4%	3%[57.1 µM]	-5%	-9%	1	?
CCc1ccccc1Nc1nc(-c2cccnc2)cs1	10%	10%	7%	0%	-4%	-2%	-7%	-2	?
C[C@H](CO)N1C[C@H](C)[C@@H](CN(C)Cc2ccncc2)Oc2c(NS(=O)(=O)c3cccs3)cccc2C1=O	8%	-2%	-4%	3%	7%	?	50%[activator]	-2	-7%
Cc1ccsc1C(=O)N1CCC(N2CCC(C(=O)NCC3CCCO3)CC2)CC1 (centres undefined)	-5%	4%	-3%	-4%	3%	-6%	21%	5	?
COc1ccc(N2CCN(c3nc(NCCc4ccc(OC)c(OC)c4)nc(OC)n3)CC2)cc1	26%	6%	-4%	5%	7%	-20%	?	-2	-4%
O=C(O)c1cccc(NN=C2c3ccccc3-c3ccccc32)c1	?	11%[57.1 µM]	-7%	6%	5%[57.1 µM]	-21%	-18%	2	?
O=C(Nc1nnc(S(=O)(=O)N2CCCc3ccccc32)s1)c1ccccc1Br	13%	-17%	-15%	-1%	-11%	-26%	44%[activator]	0	5%
COc1ccc([C@H]2CC(=O)C=C(/C=C/c3ccc(C(F)(F)F)cc3)C2)cc1	0%	21%[57.1 µM]	-9%	-5%	-13%	-19%	11%	4	1%
CCOc1ccc(N(Cc2ccccc2F)C2=NC3CS(=O)(=O)CC3S2)cc1 (centres undefined)	-14%	28%[57.1 µM]	-10%	0%	13%[57.1 µM]	-12%	25%	9	3%
Cc1ccccc1CN1c2ccccc2-c2nc(SCC(=O)c3ccc(Cl)cc3)ncc2S1(=O)=O	3%	28%[57.1 µM]	i	-1%	13%[57.1 µM]	-25%	28%	-1	-5%
COc1ccccc1NC(=O)CN(c1ccc(C23CC4CC(CC(C4)C2)C3)cc1)S(C)(=O)=O	6%	23%[57.1 µM]	-1%	-1%	5%[57.1 µM]	-18%	1%	6	4%
O=C(CCc1nc(-c2ccccc2F)no1)NCCc1ccccc1Cl	8%	10%	0%	2%	4%	-14%	33%	4	-4%
OC(CNCCC(c1ccccc1)c1ccccc1)COc1ccccc1 (centres undefined)	-7%	29%[57.1 µM]	i	6%	-14%[57.1 µM]	-21%	21%	6	5%
CCc1nnc(NC(=O)CCC(=O)N2CCN(CCc3ccccc3)CC2)s1	6%	-6%[57.1 µM]	-1%	0%	10%[57.1 µM]	-8%	51%	0	0%
COc1ccc(NC(C)=O)cc1NC(=O)CSc1nnc(-c2cccnc2)n1C	4%	10%	9%	7%	-1%	-2%	3%	-4	-9%
O=C(O)c1ccc(NC(=S)NC(NC(=O)c2ccco2)C(Cl)(Cl)Cl)cc1 (centres undefined)	nt	-14%	-6%	7%	-6%	-21%	16%	0	-4%
N#C/C(=C\c1ccccc1Br)C(=O)NC1CC1	-29%	-22%	-3%	-2%	2%	-14%	12%	-5	-1%
Cc1cc(C)n(CCc2nc(-c3ccc(-c4ccccc4)cc3)cs2)n1	0%	?	3%	-8%	8%	-19%	53%[activator]	-5	12%
COc1ccccc1-c1c(C#N)c(N)nc2c1CCc1ccccc1-2	-6%	66%	i	9%	490%[activator]	-26%	122%[activator]	-1	0%
O=C(NCc1cn(-c2ccccc2)nc1-c1ccccc1)c1ccc([N+](=O)[O-])cc1	1%	22%	-2%	2%	-1%	-19%	19%	-1	-1%

Profiles as entered above:
Results for N#C/C(=C\c1ccccc1Br)C(=O)NC1CC1 : GLS inhibitor: -29%; TrxR1 inh: -22%; PGK inhibitor: -3%; IDH1 R132H inh: -2%; TrxR1 substrate: 2%; USP1 inh: -14%; HP1b binding inh: 12%; PI4K2A block: -5; Pin1 inh: -1%
Results for COc1ccc(NC(C)=O)cc1NC(=O)CSc1nnc(-c2cccnc2)n1C : GLS inhibitor: 4%; TrxR1 inh: 10%; PGK inhibitor: 9%; IDH1 R132H inh: 7%; TrxR1 substrate: -1%; USP1 inh: -2%; HP1b binding inh: 3%; PI4K2A block: -4; Pin1 inh: -9%

Remaining list, next part.
SMILES	GLS inhibitor	TrxR1 inh	PGK inhibitor	IDH1 R132H inh	TrxR1 substrate	USP1 inh	HP1b binding inh	PI4K2A block	Pin1 inh
Cc1ccc(NC(=O)CSc2nnc(-c3cccnc3)n2CCN2CCCCC2)cc1	7%	5%	-16%	9%	1%	-7%	?	-3	-3%
CC(C)(C)NC(=O)CN(C(=O)CS(=O)CC(=O)Nc1ccc(F)cc1)c1cccc(F)c1 (centres undefined)	-2%	-15%	i	16%	3%	-18%	52%[activator]	-2	-2%
Cn1cc(S(=O)(=O)Cc2ccc(F)cc2)c2ccccc21	5%	12%[57.1 µM]	0%	24%	8%[57.1 µM]	-6%	31%	2	-14%
Cc1cc(C)n2nc(CC(=O)NC3CCCC(C)C3C)nc2n1 (centres undefined)	7%	19%	i	8%	4%	-5%	6%	3	-7%
CN(c1ccccc1)S(=O)(=O)c1cccc(NC(=O)Cc2c(F)cccc2Cl)c1	0%	-4%	i	6%	-6%	-17%	36%	-3	20%
COc1ccc(S(=O)(=O)N(C)CC(=O)Nc2cccc(C(C)=O)c2)cc1C	1%	-3%	-7%	2%	-4%	-5%	12%	0	0%
CCc1nonc1NC(=O)COc1ccc(Cl)c(C)c1	0%	11%	-10%	0%	3%	-16%	54%[activator]	-1	-8%
CCN(CC)c1cc(C)c2cc(NC(=O)c3cc(OC)cc(OC)c3)ccc2n1	5%	27%	3%	1%	1%	?	2%	-1	9%
CCS(=O)(=O)c1ccccc1C(=O)N(Cc1cccnc1)c1nc2cc(C)c(C)cc2s1	0%	7%[57.1 µM]	-3%	8%	6%[57.1 µM]	?	23%	2	10%
CCn1c(SCC(=O)Nc2ccc3c(c2)OCO3)nnc1-c1cnccn1	9%	44%	-9%	29%	12%	-4%	2%	-5	-5%
Cc1ccc(NC(=S)NCCc2ccc(S(N)(=O)=O)cc2)cc1C	2%	-3%	-11%	2%	5%	-19%	36%	5	0%
COc1ccc(NC(=O)c2ccc3c(c2)C(=O)N(Cc2ccncc2)C3=O)cc1S(N)(=O)=O	41%[activator]	10%[57.1 µM]	-7%	5%	4%[57.1 µM]	-21%	22%	-29	?
O=C(COc1ccccc1)NCC(=O)Nc1cccc(S(=O)(=O)NC2=NCCC2)c1	-7%	5%[57.1 µM]	1%	4%	1%[57.1 µM]	-9%	32%	6	0%
CCCCOc1cccc(C(=O)NC(=S)Nc2cccc(C(F)(F)F)c2)c1	-7%	-24%	i	13%	-12%	-21%	21%	3	13%
CN(/N=C/c1ccc([N+](=O)[O-])o1)c1ccccc1	-8%	-42%	-12%	0%	-4%	0%	35µM*	-2	30%[activator]
N/C(=N\OC(=O)Cc1ccccc1[N+](=O)[O-])c1ccncc1	1%	-1%	i	6%	-4%	-22%	22%	-2	-4%
COc1ccccc1C(=O)COC(=O)CSCC(=O)Nc1cc(C)on1	-1%	-4%	-3%	3%	-2%	-13%	24%	-1	1%
CCOc1ccc(NC(=O)Cn2cc(C(=O)c3ccc(CC)cc3)c(=O)c3cc(C)ccc32)cc1	7%	1%	-9%	16%	-1%	-9%	25%	-2	-2%
COc1ccccc1CNC(=O)CSc1ncc2c(n1)-c1cc(Cl)ccc1N(Cc1ccccc1)S2(=O)=O	3%	21%[57.1 µM]	0%	?	7%[57.1 µM]	-15%	39%[activator]	3	53%[activator]
NC(=S)NN=C1CCC2(CCCCC2)CC1	1%	5%[57.1 µM]	-8%	3%	7%[57.1 µM]	-19%	18%	-1	4%
O=C(NC1CCCCC1)c1ccc(-c2ccccc2F)o1	11%	?	i	17%	-9%	1%	14%	-3	5%
Cc1cc2c3c(c1C)C1(C(=O)N3C(C)(C)CC2C)C(C#N)=C(N)Oc2n[nH]c(C)c21 (centres undefined)	0%	-2%	i	1%	-8%	-7%	24%	-5	-1%
O=C(Cc1cccc2ccccc12)N/N=C/c1ccncc1	3%	7%[57.1 µM]	-7%	-3%	7%[57.1 µM]	-20%	26%	5	-3%
CCC(C)NC(=O)C1CCC(CNS(=O)(=O)c2ccc3c(c2)CC(C)N3C(C)=O)CC1 (centres undefined)	10%	26%	2%	-8%	5%	-24%	3%	0	0%
O=C(Nc1ccc(N2CCOCC2)cc1)c1ccc(Cl)nc1	38%[activator]	-12%	-17%	1%	-10%	0%	-18%	5	5%
Cc1ccccc1Cn1ccc(-c2ccc3c(c2)OCO3)n1	-6%	23%	13%	4%	3%	-28%	98%[activator]	1	-4%
O=[N+]([O-])c1ccc(N2CCN(C(=S)Nc3ccccc3)CC2)cc1	-28%	19%[57.1 µM]	3%	4%	1%[57.1 µM]	-22%	1%	0	3%
COc1ccc(NC(=O)CCNC(=O)Cn2cnc3ccccc3c2=O)c(OC)c1	12%	-13%	-1%	1%	-4%	-13%	34%	7	-4%
